G9a block: G9a (human) methyltransferase inhibition. G9a H3K9 monomethylation, AlphaScreen, 2 h. Q96KQ7. 350,000 compounds, 8.8% hits. Potency, µM (titrated, usually from 102 µM), without a hit: top-dose activity, negative = inhibition, hits mostly inhibitors; note: potency is the fitted concentration of half-maximal effect; % is set by controls: 0 for no effect and ±100 for the full control effect; nearly all actives have a fitted effect of over 75% in size
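Step 1: enzyme (final 20 nM) with compound, 15 min RT. Step 2: substrate peptide 500 nM and SAM 20 uM, 2 h RT. Step 3: anti-H3K9me1 antibody and AlphaScreen beads, 10 min, then plate read.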
PI4K2A block: PI4K2A (human) kinase inhibition. Q9BTU6. purified PI4K2A, ADP-Glo luminescence, 1 h; stronger effect = lower value. activity change, negative = inhibition, % at 76.9 µM. 420,000 compounds, 0.13% hits; in the data active = activity change below about -50%; inconclusive = mostly about -30% to -49%;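 note: -100% = wells without enzyme as full effect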
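ADP-Glo luminescence measured ADP generated by PI4K2A enzyme (4 ug/mL before mixing) with 1.2 mM PI substrate (pre-mix) and 300 microM ATP (pre-mix). Tris pH7.5 buffer with MgCl2, Triton X-100; 1 h reaction at ambient temperature.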
BAZ2B block: inhibitors of human BAZ2B bromodomain; AlphaScreen BAZ2B-H3K14Ac peptide displacement; 360,000 compounds, 4.4% hits; Potency, µM (doses to about 114 µM), without a hit: at the top dose activity change, negative = inhibition, actives largely listed as inhibitors; note: potency is the fitted concentration of half-maximal effect; % is set by controls: 0 for no effect and ±100 for the full control effect; nearly all actives have a fitted effect of over 60% in size
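Compounds, titrated to a top concentration of 110 uM, were incubated 30 min at room temperature with preformed BAZ2B/acetyl-K14 H3 peptide complex (50 nM each). Proximity signal was measured by AlphaScreen after 20 min with beads.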
Pin1 inh: blocks the human prolyl isomerase Pin1; Potency, µM (series often up to 115 µM), for inactives: at the top dose activity, negative = inhibition, most hits filed as inhibitors; 390,000 compounds, 0.009% hits; Pin1 FP peptide displacement, HiFluor488, 10 min; Q13526; active = well fitted inhibition curve with a large enough effect in the polarisation, with a control signal flat, not every such curve was filed as active; inconclusive = small, poorly fitted or top-dose-only effect, or effect the other way, or a change in a side signal; inactive = no such curve, though single readings can be large or run the other way; the % refers to the polarisation; note: potency is the fitted concentration of half-maximal effect; % is set by controls: 0 for no effect and ±100 for the full control effect
HP1b chromo inh: HP1-beta chromodomain-methylated histone interaction inhibition; 390,000 compounds, 0.56% hits; AlphaScreen HP1-beta / biotin-H3K9me3 peptide binding; Potency, µM (series often up to 114 µM), without a hit: at the highest dose activity change, negative = inhibition, usual class: inhibitors; note: potency is the fitted concentration of half-maximal effect; nearly all actives have a fitted effect of over 70% in size; inactives centre near 23
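AlphaScreen: HP1-beta (50 nM) preformed 30 min with biotin-H3(1-18)K9me3 peptide (50 nM) in PBS pH 7.4, 0.01% Tween-20. Compound added for 30 min at RT, then streptavidin donor/nickel chelate acceptor beads (10 ug/mL) for 30 min.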
JMJD2A Tudor: inhibitors of human JMJD2A Tudor domain | Potency, µM (doses to about 114 µM), for the others: at the top dose activity change, negative = inhibition, actives largely listed as inhibitors | O75164 | AlphaScreen JMJD2A-Tudor / H3K4me3 peptide binding | 390,000 compounds, 4.4% hits; note: potency is the fitted concentration of half-maximal effect; % is set by controls: 0 for no effect and ±100 for the full control effect; nearly all actives have a fitted effect of over 50% in size
Target sequence (O75164 whole entry, looked up, the tested form may be a part): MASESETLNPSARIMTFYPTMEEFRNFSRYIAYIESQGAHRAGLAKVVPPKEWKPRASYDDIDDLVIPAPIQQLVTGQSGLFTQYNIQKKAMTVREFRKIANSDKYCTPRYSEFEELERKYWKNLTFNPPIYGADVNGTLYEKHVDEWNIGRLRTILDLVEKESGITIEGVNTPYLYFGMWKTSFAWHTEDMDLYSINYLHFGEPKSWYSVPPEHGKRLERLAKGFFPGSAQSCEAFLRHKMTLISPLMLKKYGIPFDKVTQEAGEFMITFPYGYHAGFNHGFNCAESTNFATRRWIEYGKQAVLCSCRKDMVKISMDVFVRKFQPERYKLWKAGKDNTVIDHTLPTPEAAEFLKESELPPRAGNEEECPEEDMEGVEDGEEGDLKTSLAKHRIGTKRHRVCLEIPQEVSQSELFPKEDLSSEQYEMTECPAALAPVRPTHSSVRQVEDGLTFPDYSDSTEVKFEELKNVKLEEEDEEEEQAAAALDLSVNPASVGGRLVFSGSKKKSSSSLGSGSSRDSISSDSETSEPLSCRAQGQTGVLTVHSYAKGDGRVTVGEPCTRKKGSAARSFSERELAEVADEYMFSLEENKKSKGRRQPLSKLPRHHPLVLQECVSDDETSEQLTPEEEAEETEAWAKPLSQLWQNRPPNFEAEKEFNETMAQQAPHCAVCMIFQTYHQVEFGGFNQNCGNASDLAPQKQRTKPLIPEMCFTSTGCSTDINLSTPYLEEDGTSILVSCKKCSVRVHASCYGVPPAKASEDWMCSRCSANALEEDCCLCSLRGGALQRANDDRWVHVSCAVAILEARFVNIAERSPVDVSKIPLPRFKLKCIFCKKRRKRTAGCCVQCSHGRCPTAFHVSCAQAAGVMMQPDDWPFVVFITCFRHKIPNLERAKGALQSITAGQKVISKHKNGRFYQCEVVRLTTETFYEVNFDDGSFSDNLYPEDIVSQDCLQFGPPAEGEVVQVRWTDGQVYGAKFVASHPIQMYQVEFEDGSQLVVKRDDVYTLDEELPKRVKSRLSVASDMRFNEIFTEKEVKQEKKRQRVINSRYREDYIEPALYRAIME
Tb PGK inh: inhibitors of T. brucei phosphoglycerate kinase; Potency, µM (titrated, usually from 57.5 µM), for the others: top-dose activity change, negative = inhibition, hits mostly inhibitors; 380,000 compounds, 0.043% hits; PGK/GAPDH coupled, Kinase-Glo luminescence, 60 min; P07378; note: potency is the fitted concentration of half-maximal effect; % is set by controls: 0 for no effect and ±100 for the full control effect; nearly all actives have a fitted effect of over 60% in size
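Recombinant glycosomal PGK reaction used 1,3-bisphosphoglycerate generated in-well by GAPDH (100nM final) in 100mM TEA pH 7.6, 5mM MgCl2, 0.01% Tween-20. After 60 minutes at room temperature, ATP was read by Kinase-Glo Plus luminescence end-point.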
POLH inh: inhibitors of human DNA polymerase eta. 390,000 compounds, 1.2% hits. recombinant Pol eta, fluorescent DNA replication assay. AID 588591. Potency, µM (titrated, usually from 114 µM), for the others: at the highest dose activity change, negative = inhibition, hits mostly inhibitors. Q9Y253; note: potency is the fitted concentration of half-maximal effect; % is set by controls: 0 for no effect and ±100 for the full control effect
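Pol eta at 10 nM preincubated with compounds 15 min at room temperature; reaction started with fluorescent substrate (50 nM final) and read kinetically at 0 and 10 min.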
GLS inh: blocks human kidney-isoform glutaminase activity. O94925. GLS enzymatic activity, qHTS titration. Potency, µM (titrated, usually from 45.5 µM), for the others: at the highest dose activity change, negative = inhibition, most hits filed as inhibitors. 410,000 compounds, 0.21% hits; note: potency is the fitted concentration of half-maximal effect; % is set by controls: 0 for no effect and ±100 for the full control effect
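Human kidney-isoform GLS in 45 mM KH2PO4 pH 8.2, 0.02% Tween-20, with compound, started with 1mM L-Glutamine (added stock). Glutamate oxidase/HRP/Amplex red coupled fluorescence read at start and after 30 min at RT.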
* marks the source's active call; other numbers are inactive results; i = inactive; ? = inconclusive; / = no result given; [ ] = remark or other dose. Unless noted, calls come from the whole dose curve; as a rule, active = well fitted curve in the direction sought with a large enough effect; inconclusive = small, poorly fitted or top-dose-only effect, or another doubt; inactive = no such curve, though single readings can be large; an effect the other way counts as inactive or inconclusive.

G9a block	PI4K2A block	BAZ2B block	Pin1 inh	HP1b chromo inh	JMJD2A Tudor	Tb PGK inh	POLH inh	GLS inh	SMILES
1%	1	-14%	0%	14%	-25%	-6%	-14%	-1%	C/C(CC(=O)Nc1ccc2c(c1)OCCO2)=N\NC(=O)COc1cccc(C)c1
44%	3	-17%	6%	21%	8%	-8%	-12%	-5%	Cc1ccc(C(CC(=O)NCCCN(C)C)c2ccc(OC(C)C)cc2)cc1 (stereo not given)
4%	4	-14%	-3%	?	11µM*	1%	-9%	?	CC(C(=O)Nc1ccccc1C(=O)N1CCOCC1)N(c1ccc(Cl)cc1)S(C)(=O)=O (stereo not given)
-6%[59 µM]	-2	?	-3%	25%	1%	3%	-19%	?	COc1ccc(-c2cc3cc(OC)c(OC)cc3c(C)n2)cc1
36%[59 µM]	-2	11%	20%	78%[activator]	-10%	i	-18%	4%	O=C(COc1ccc(F)cc1)Nc1ccc(S(=O)(=O)N(Cc2ccccc2)c2ccccc2)cc1
5%[12.7 µM]	-2	-5%	1%	7%	-4%	-10%	-9%	15%	CCNc1nnc(SCC(=O)N2c3ccccc3NC(=O)CC2C)s1 (stereo not given)
?	-28	-4%	1%	55%	-7%	-7%	-8%	-1%	O=C([C@@H]1CCCN1C(=O)c1cccs1)N1CCN(S(=O)(=O)c2cccc(F)c2)CC1
?	-2	?	?	5%	-16%	-2%	2%	-9%	CC1(C)N=C(N)N=C(N)N1c1ccc(OCCCOc2ccccc2)c(Cl)c1
?	1	-1%	5%	23%	-4%	2%	-15%	0%	CCN(CC)C(=O)CSc1nnc(-n2nc(C)cc2C)c2ccccc12
16%[0.501 µM]	5	-9%	26%	33%	-14%	-4%	-13%	3%	COc1ccccc1C(=O)NC(=O)CSc1nnc(SC)s1
2.8µM*	0	56µM*	-12%	?	7.9µM*	-1%	-19%	2%	COc1cccc(CN2CCN(Cc3cc(OC)c(OC)c(OC)c3)CC2)c1OC
40µM*	-7	-20%	-6%	37%	-12%	-3%	-10%	2%	O=C1CC(/C=C/c2ccncc2)=Nc2ccccc2N1

(continued)
G9a block	PI4K2A block	BAZ2B block	Pin1 inh	HP1b chromo inh	JMJD2A Tudor	Tb PGK inh	POLH inh	GLS inh	SMILES
-50%	-1	3%	7%	54%[activator]	-9%	8%	-12%	5%	COC(=O)c1ccc2c(c1)N(Cc1ccccc1F)C(=O)c1ccccc1S2=O (stereo not given)
/	-8	-18%	1%	-2%	-20%	-4%	-9%	8%	Cc1ccc(C)n1-c1nnc(N2CCC(C(=O)NCCCN3CC(C)CC(C)C3)CC2)s1 (stereo not given)
47%[59 µM]	6	-4%	-2%	12%	-21%	-10%	5%	-24%	COc1cnc(SCC(=O)O)[nH]c1=O
-3%[59 µM]	3	-12%	-10%	19%	-13%	-9%	-8%	2%	CCC1CN(C(=O)Nc2cccc3c2CCCC3)c2cc(C)ccc2O1 (stereo not given)
-7%[59 µM]	2	5%	0%	32%	-17%	-5%	-12%	1%	CN(c1ccccc1)S(=O)(=O)c1cccc(NC(=O)CSc2nnc(N)s2)c1
/	-1	/	-3%	29%	?	10%	-9%	30%	CNC(=S)NN=C(C)CCCC(C)=NNC(=S)NC
9%	-1	-17%	-7%	31%	-10%	i	-5%	-5%	Cc1ccc2cc3cc(C(=O)NCCCN4CC(C)CC(C)C4)oc3nc2c1 (stereo not given)
17%[59 µM]	-2	-1%	-3%	21%	-3%	-1%	-10%	-7%	O=C(CS(=O)(=O)Cc1ccccc1)N1CCc2ccccc21
/	-9	/	2%	0%	?	-3%	-11%	0%	CN1CCC(=C(c2ccccc2)c2ccc(Br)cc2)CC1
4%[59 µM]	-3	-10%	3%	-4%	-34%	-6%	-16%	0%	Cc1sc2nc(SCC(=O)c3cc(C)n(CC4CCCO4)c3C)n(C(C)C)c(=O)c2c1C (stereo not given)
/	-2	-11%	-4%	29%	-10%	-7%	-21%	-1%	COc1ccc(CC(=O)Nc2ccc(/C(C)=N\NC(=O)c3ccc(Br)o3)cc2)cc1
-4%	0	-1%	-1%	42%[activator]	-14%	-1%	-3%	1%	Cc1ccc(CNC(=O)C2C3C=CC4(CN(Cc5cccnc5)C(=O)C24)O3)cc1 (stereo not given)

The results go on:
G9a block	PI4K2A block	BAZ2B block	Pin1 inh	HP1b chromo inh	JMJD2A Tudor	Tb PGK inh	POLH inh	GLS inh	SMILES
-17%[59 µM]	5	-20%	13%	34%	-7%	-1%	3%	9%	CCN(CC)CCOC(=O)c1ccccc1Br
27%	7	-15%	0%	1%	-5%	-8%	-8%	-1%	O=C(NCC1CC1)c1cc([N+](=O)[O-])cc([N+](=O)[O-])c1
31%[59 µM]	-2	13%	-3%	14%	-11%	-6%	8%	4%	Cc1ccnc2nc(C(=O)N3CCN(S(=O)(=O)c4ccccc4)CC3)nn12
28µM*	4	-14%	1%	40%[activator]	-7%	-2%	-18%	-13%	Cc1ccc(-c2cc(C(=O)NCCN3CCOCC3)c3ccccc3n2)o1
/	3	/	/	/	/	2%	-6%	18%	Nc1nc(-c2ccccc2)c(CC(=O)O)s1
4%[59 µM]	-1	-3%	0%	13%	-11%	1%	-1%	5%	CC(=O)Nc1ccc(NC(=O)C2Cc3ccccc3N2C(=O)c2ccccc2)cc1 (stereo not given)
-12%	10	-11%	-2%	24%	-5%	-2%	-14%	-5%	O=C(c1cc(=O)c2cc(Cl)ccc2o1)N1CCN(Cc2ccccc2)CC1
-31%[59 µM]	4	1%	0%	44%[activator]	12%	6%	-10%	-4%	c1ccc2nc(N3CCOCC3)cnc2c1
/	5	/	-7%	51%[activator]	-5%	0%	-6%	-13%	CCN1C[C@@H]2[C@@H]3C(=O)N(C)C(=O)[C@@H]3[C@](C)(C1=O)N2C(=O)c1ccc(F)cc1
10%	-2	?	1%	40%	-12%	-1%	-5%	-10%	O=C(O)C1Cc2[nH]cnc2C(c2cccc([N+](=O)[O-])c2)N1 (stereo not given)
50µM*	-1	-39%	-6%	-20%	?	-2%	-6%	?	CC1CCN(C(=O)COc2ccc(Nc3ccccc3)cc2)CC1
/	-2	-4%	162%[activator]	49%[activator]	-30%	0%	-25%	13%	Cc1ccc(-c2[nH]ncc2/C=N/n2c(C)nc3ccccc3c2=O)cc1

Part of the list above in order of SMILES length, ascending.
G9a block	PI4K2A block	BAZ2B block	Pin1 inh	HP1b chromo inh	JMJD2A Tudor	Tb PGK inh	POLH inh	GLS inh	SMILES
-31%[59 µM]	4	1%	0%	44%[activator]	12%	6%	-10%	-4%	c1ccc2nc(N3CCOCC3)cnc2c1
-17%[59 µM]	5	-20%	13%	34%	-7%	-1%	3%	9%	CCN(CC)CCOC(=O)c1ccccc1Br
/	3	/	/	/	/	2%	-6%	18%	Nc1nc(-c2ccccc2)c(CC(=O)O)s1
50µM*	-1	-39%	-6%	-20%	?	-2%	-6%	?	CC1CCN(C(=O)COc2ccc(Nc3ccccc3)cc2)CC1
28µM*	4	-14%	1%	40%[activator]	-7%	-2%	-18%	-13%	Cc1ccc(-c2cc(C(=O)NCCN3CCOCC3)c3ccccc3n2)o1
-12%	10	-11%	-2%	24%	-5%	-2%	-14%	-5%	O=C(c1cc(=O)c2cc(Cl)ccc2o1)N1CCN(Cc2ccccc2)CC1
31%[59 µM]	-2	13%	-3%	14%	-11%	-6%	8%	4%	Cc1ccnc2nc(C(=O)N3CCN(S(=O)(=O)c4ccccc4)CC3)nn12
4%[59 µM]	-1	-3%	0%	13%	-11%	1%	-1%	5%	CC(=O)Nc1ccc(NC(=O)C2Cc3ccccc3N2C(=O)c2ccccc2)cc1 (stereo not given)
-4%	0	-1%	-1%	42%[activator]	-14%	-1%	-3%	1%	Cc1ccc(CNC(=O)C2C3C=CC4(CN(Cc5cccnc5)C(=O)C24)O3)cc1 (stereo not given)
/	5	/	-7%	51%[activator]	-5%	0%	-6%	-13%	CCN1C[C@@H]2[C@@H]3C(=O)N(C)C(=O)[C@@H]3[C@](C)(C1=O)N2C(=O)c1ccc(F)cc1

(more compounds)
G9a block	PI4K2A block	BAZ2B block	Pin1 inh	HP1b chromo inh	JMJD2A Tudor	Tb PGK inh	POLH inh	GLS inh	SMILES
/	-5	/	6%	78%[activator]	61%[activator]	-2%	-17%	2%	O=C(OCc1ccccc1)N1CCC2CC1c1cc(-c3ccccc3)ccc12 (stereo not given)
-1%	1	-27%	-2%	25%	-13%	5%	-2%	8%	O=C(O)/C(=C\c1ccccc1OC(F)F)Sc1nnc(-c2ccc(F)cc2)o1
-2%	-1	-19%	15%	28%	-11%	-1%	-13%	-12%	O=C(NCc1ccco1)Nc1ccc(OC(F)(F)F)cc1
15%	-1	-4%	-5%	30%	-5%	1%	-27%	1%	COc1ccccc1-n1nc(C)c(-c2ccccc2)c1N
3%[2.33 µM]	-2	12%	0%	14%	-19%	9%	-9%	0%	COc1cccc(C2=CC(=O)CC(C)(C)C2)c1
-3%	8	1%	-3%	27%	-7%	-7%	-12%	-2%	CC1(C)NC(=O)N(CC(=O)OCC(=O)N2CCN(S(=O)(=O)c3ccccc3)CC2)C1=O
?	1	?	-8%	-31%	-27%[57.1 µM]	-7%	-11%	14%	O=S(=O)(c1ccccc1)c1nc(Nc2cccc(O)c2)sc1Cl
/	2	/	-1%	-7%	-20%[57.1 µM]	-1%	-10%	2%	Brc1ccc(-c2nnc(-c3cccnc3)c3conc23)cc1
12%[2.33 µM]	5	19%	1%	117%[activator]	47%[activator]	i	?	-4%	COc1ccc([C@H]2CC(=O)C=C(c3cc(C)ccc3F)C2)cc1
11µM*	3	50µM*	-3%	?	3.5µM*	-2%	-4%	-12%	Cc1cc(C)c(OCCN(C)C)c(Cl)c1

Bioassay records (PubChem BioAssay)

Not all compounds are listed; the hit share may differ from the screen's.
